# Screening data (PubChem BioAssay)
# MEP2 TOR yeast = modulators of TOR pathway MEP2-GFP in S. cerevisiae; S. cerevisiae MEP2-GFP strain, flow cytometry GFP, 3 h; 100% = DMSO control level; GFP response vs DMSO, % at 10 µM; 330,000 tested, 0.51% active; AID 2016;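 active = GFP response versus DMSO above a set limit, roughly screen mean plus 3 SD, cut at about 180% in these data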;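 also: median GFP fluorescence of the barcode-gated MEP2-GFP cells per well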
# AHR act = human AHR activation; AHR-responsive luciferase reporter cells, luminescence; P35869; 320,000 tested, 2.5% active; activation, % at 5 µM; in the data active = activation above about 47%;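 also: 0% = vehicle wells and 100% = reference agonist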
# proCasp7 act = activates human procaspase-7, counter-screen for procaspase-3 activators; 330,000 tested, 0.093% active; AID 463210; activation, % at 8.5 µM; P55210; recombinant procaspase-7, Ac-DEVD-pNA absorbance 405 nm; D23A/D198A/D206A triple mutant, cannot self-cleave; scale: DMSO 0, 5 µM enzyme 100;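 active = percent activation above the screen-wide mean plus 3 SD, cut at about 25% in these data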
#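 Assay system: Uncleavable procaspase-7 mutant enzyme; Input: 2 µM procaspase-7 mutant as dispensed; Also added: DEVD-pNA substrate; Medium: Zinc-free HEPES pH 7.4 with 300 mM NaCl, 0.01% Triton X-100; Timing: 1 h compound preincubation, 2 h substrate cleavage, 25 °C; Measured by: Epi-absorbance of released pNA at 405 nm, two timepoints.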
# procasp3 activ = activators of human procaspase-3. recombinant procaspase-3 D3A, Ac-DEVD-pNA absorbance 405 nm. 330,000 tested, 0.11% active. P42574. activation, % at 8.5 µM;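 active = activation above the mean of all tested compounds plus 3 SD, cut at about 21% in these data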;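 also: 0% = DMSO alone and 100% = DMSO wells spiked with extra 5 µM PC-3 D3A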
#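 assay system = Procaspase-3 D3A mutant | signal = absorbance at 405 nm, 0 and 120 min | times = 1 h preincubation plus 2 h reaction at 25 °C | repeats = single replicate | read-out = % activation between DMSO and enzyme-spiked controls | medium = Zinc-free HEPES saline buffer with Triton X-100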
# LAP4 TOR yeast = yeast TOR pathway LAP4-GFP modulation | AID 2023 | GFP response vs DMSO, % at 10 µM | 320,000 tested, 0.34% active | S. cerevisiae LAP4-GFP multiplex, flow cytometry GFP, 3 h; median GFP as percent of DMSO wells;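 active = GFP response vs DMSO above a set limit, about the screen mean plus 3 SD, cut at about 150% in these data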
# RPL19A-GFP yeast = yeast TOR pathway RPL19A-GFP modulation | 330,000 tested, 0.3% active | percent response vs DMSO, % at 10 µM | S. cerevisiae RPL19A-GFP strain, flow cytometry, 3 h; hits give low values;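 active = percent response vs DMSO below 50%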;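 also: median channel GFP fluorescence of the barcoded RPL19A-GFP strain; ratio of sample median GFP to plate DMSO average so 100% = DMSO; lower means less RPL19A-GFP as with rapamycin TOR inhibition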
# ZTA counter = blocks Epstein-Barr virus ZTA, an EBNA-1 counter-screen; inhibition, % at 11 µM; ZTA-DNA binding, fluorescence polarization; 320,000 tested, 0.15% active; AID 2234; P03206; in the data active = inhibition above about 33%
# EBNA-1 inhibitor = blocks EBNA-1 binding to DNA | EBNA-1 DNA binding, fluorescence polarization | inhibition, % at 14.8 µM | 300,000 tested, 0.34% active | AID 1950; in the data active = inhibition above about 28%
# Numbers without * were called inactive; / = not tested or not shown.
Structure	MEP2 TOR yeast	AHR act	proCasp7 act	procasp3 activ	LAP4 TOR yeast	RPL19A-GFP yeast	ZTA counter	EBNA-1 inhibitor
O=C(COC(=O)c1ccc(S(=O)(=O)N2CCCCC2)cc1)Nc1ccccc1	94.1	1.1	18.9	4.9	100.8	92.5	-3.3	/
COc1cc(NC(=O)c2[nH]c(C)c(C(C)=O)c2C)cc(OC)c1OC	103.5	43.5	-0.5	7.4	94.0	98.7	-0.4	-1.7
O=C(OCc1c(F)cccc1Cl)c1cccc(S(=O)(=O)N2CCOCC2)c1	92.1	-0.8	4.3	7.0	90.8	91.6	-6.4	/
COCC(=O)N(Cc1cc2cc(OC)ccc2[nH]c1=O)c1ccc(C)cc1	96.5	6.8	10.6	6.3	102.5	105.1	1.1	-1.4
Cc1cc(C)n2nc(C(=O)N/N=C/c3c4ccccc4cc4ccccc34)nc2n1	107.1	18.9	3.2	-0.3	93.2	100.8	20.1	6.6
CON1C(=O)C(=O)N(OC)C2CCCCCC21 (stereo unspecified)	109.1	1.3	9.3	0.6	105.4	108.9	1.8	4.3
Nc1cc(=O)[nH]c(SCc2cccc3ccccc23)n1	98.0	8.3	-5.7	5.6	/	93.2	4.9	-0.7
Cn1cccc1Cc1nnc(SCC(=O)N2CCc3ccccc32)n1CCc1ccccc1	109.1	14.9	-6.1	0.7	103.8	101.7	-2.4	2.1
C[C@H]1CCC[C@]2(O[C@@H](CCO)C[C@@H](O)[C@@H]2O)O1	94.2	2.6	2.9	-7.7	122.3	99.6	10.5	3.2
COc1ccc(OC)c(/C=N/Nc2nc(C)cc(=O)[nH]2)c1	94.3	44.5	-3.7	1.1	100.6	100.2	-5.2	-10.0

# Continuation:
Structure	MEP2 TOR yeast	AHR act	proCasp7 act	procasp3 activ	LAP4 TOR yeast	RPL19A-GFP yeast	ZTA counter	EBNA-1 inhibitor
CC(=O)Nc1ccc(S(=O)(=O)Nc2ccccc2C(=O)NCc2cccnc2)cc1	97.7	0.8	8.1	1.7	92.0	107.0	1.3	7.8
CCOC(=O)N1CCC(n2c(SCC(=O)c3ccccc3)nc3ccsc3c2=O)CC1	98.3	-1.1	-0.7	1.3	102.0	97.8	0.4	-10.3
N/C(=N\OC(=O)Cc1ccccc1)c1cccc(Br)c1	90.3	-3.0	7.4	5.7	91.7	97.5	-6.5	1.1
COc1ccccc1CNc1ccc2c(c1)CCC2	130.0	22.4	-8.0	-8.0	109.8	98.8	-4.2	8.9
CC(NC(=O)c1cc(S(=O)(=O)N(C)C)ccc1Cl)C1CC2CCC1C2 (stereo unspecified)	109.1	1.5	11.0	-6.9	97.8	104.0	-1.0	5.0
Cc1ccc(NC(=O)CCN2CCN(CCO)CC2)cc1Br	100.8	0.0	0.1	-5.6	95.8	96.4	-2.3	-15.3
CCCc1nnc(NC(=O)CCC(=O)N2CCN(CCOc3ccc(C)cc3)CC2)s1	104.8	0.9	14.9	5.0	99.4	96.5	32.7	-15.6
CCCCCC(=O)Oc1cccc(N2C(=O)C3CCCCC3C2=O)c1 (stereo unspecified)	106.2	6.9	-7.7	1.2	105.0	97.9	3.1	-13.2
COc1ccc(C)c2sc(NC(=O)CCS(=O)(=O)c3ccccc3)nc12	113.7	52.3*	7.7	-9.5	118.1	104.4	10.6	8.6
Cc1cccc(N2CCN(C(=O)c3cccn4c(=O)c5c(C)c(C)sc5nc34)CC2)c1C	101.5	-0.7	-11.0	8.4	98.2	96.4	-8.4	5.5

# (further entries)
Structure	MEP2 TOR yeast	AHR act	proCasp7 act	procasp3 activ	LAP4 TOR yeast	RPL19A-GFP yeast	ZTA counter	EBNA-1 inhibitor
Cc1nn(C)cc1CNC(=O)C1CCC(=O)N(CC2CCCCC2)C1 (stereo unspecified)	101.8	-1.7	7.6	10.3	96.0	105.4	-15.6	-0.9
CCOC(=O)c1ccc(NC(=O)Nc2c(C)n(C)n(-c3ccccc3)c2=O)cc1	104.1	-2.5	2.1	8.7	107.4	102.9	-13.4	11.6
CCO[C@@H]1OC(C(N)=O)=C[C@H](C(C)(C)C)[C@H]1CCCO	96.1	0.5	9.1	8.7	102.6	95.3	-6.7	4.9
CSc1ccc(CCNC(=O)CSc2ccsc2[N+](=O)[O-])cc1	97.1	37.9	-4.7	-9.2	97.5	100.0	0.9	4.4
CN(C)S(=O)(=O)Oc1ccc(Cl)cc1C(=O)Nc1ccc(F)cc1F	103.0	80.5*	5.4	-2.8	100.3	90.6	0.8	-3.6
CN(C)c1nc(NC(C)(C)C)nc(NC(C)(C)C)n1	96.5	0.9	3.5	-9.2	100.4	99.4	19.8	-0.4
Cc1cc(C)cc(Nc2cnn(C34CC5CC(CC(CC(=O)O)(C5)C3)C4)c(=O)c2Cl)c1	93.9	-0.2	0.1	-12.8	92.1	90.3	6.7	0.7
COc1ccccc1NC(=O)c1cc2cc(Br)ccc2cc1O	108.8	54.8*	9.0	-0.6	113.3	100.8	8.0	-2.1
COc1ccccc1Nc1nc2ccc(C)cc2cc1C#N	110.4	8.7	5.8	16.1	101.2	101.9	-1.4	-14.6
O=C(N/C(=C\c1ccc(Br)cc1)C(=O)N1CCOCC1)c1ccc(Br)o1	102.8	2.4	-0.5	-2.2	93.5	102.3	1.7	6.4

# Given as labelled records: two of the compounds above.
COc1ccccc1Nc1nc2ccc(C)cc2cc1C#N
  MEP2 TOR yeast: 110.4; AHR act: 8.7; proCasp7 act: 5.8; procasp3 activ: 16.1; LAP4 TOR yeast: 101.2; RPL19A-GFP yeast: 101.9; ZTA counter: -1.4; EBNA-1 inhibitor: -14.6

CSc1ccc(CCNC(=O)CSc2ccsc2[N+](=O)[O-])cc1
  MEP2 TOR yeast: 97.1; AHR act: 37.9; proCasp7 act: -4.7; procasp3 activ: -9.2; LAP4 TOR yeast: 97.5; RPL19A-GFP yeast: 100.0; ZTA counter: 0.9; EBNA-1 inhibitor: 4.4

# (cont.)
Structure	MEP2 TOR yeast	AHR act	proCasp7 act	procasp3 activ	LAP4 TOR yeast	RPL19A-GFP yeast	ZTA counter	EBNA-1 inhibitor
CCCc1cc(=O)n2nc(N3CCC(C(=O)Nc4c(F)c(F)c(F)c(F)c4F)CC3)sc2n1	99.8	0.9	-4.6	3.3	95.6	94.8	8.4	-1.6
CCn1ccnc1CN(C)C(=O)c1cc(COc2ccc(OC)c3ccccc23)on1	92.3	33.4	5.5	6.4	95.3	100.9	5.2	-1.6
CCOc1cc(C2NC(=O)CCC2[N+](=O)[O-])cc(Br)c1OC (stereo unspecified)	104.0	-0.6	-0.7	4.9	86.6	93.8	4.7	2.3
COc1ccc(-c2cc(C(=O)N3CCN(c4ccccc4)CC3)no2)cc1OC	98.2	-1.8	1.4	0.3	101.5	96.3	-8.8	3.6
Cc1ccc2c(c1)N(CC(=O)NCC(C)c1ccccc1)C(=O)c1cccnc1O2 (stereo unspecified)	107.4	0.8	9.0	11.8	100.3	99.1	-2.2	-12.0
CCCn1c(CN2CCN(c3cccc(Cl)c3)CC2)nc2c1c(=O)n(C)c(=O)n2C	102.3	1.6	1.1	6.9	103.1	99.5	-14.0	-2.7
Cc1ccc(Cl)cc1NC(=O)C1CC(=O)N(C(C)C)C1 (stereo unspecified)	103.3	-0.5	-2.2	3.7	95.3	103.1	11.8	8.3
O=C(NCc1ccc(Cl)cc1)c1ccc(CS(=O)Cc2cccc(Cl)c2)o1 (stereo unspecified)	108.2	1.4	8.4	2.3	112.2	105.5	16.7	4.0
CCOC(=O)c1[nH]c2cc3c(cc2c1CCCN1C(=O)c2ccccc2C1=O)OCCO3	96.5	4.5	-7.6	-3.5	105.5	96.5	4.5	-4.5
CCOc1ccccc1N(CC(=O)Nc1cc(OC)ccc1OC)S(C)(=O)=O	104.7	14.1	-6.3	2.0	99.4	95.4	-5.6	-7.3

# Going on with the list:
Structure	MEP2 TOR yeast	AHR act	proCasp7 act	procasp3 activ	LAP4 TOR yeast	RPL19A-GFP yeast	ZTA counter	EBNA-1 inhibitor
Cc1ccc(-c2c(C(=O)O)c3ccccc3[nH]c2=O)cc1	103.8	3.6	6.8	-4.3	91.4	102.2	3.4	-13.4
O=S(=O)(c1cnccc1N1CCN(/N=C/c2ccc(Cl)cc2)CC1)N1CCCCC1	96.1	0.3	-3.4	4.7	104.6	102.4	12.1	-5.4
O=C(CSc1nnc(CN2CCCCCC2=O)n1-c1ccccn1)NCC(F)(F)F	102.8	0.4	0.5	-2.0	101.7	99.4	14.3	4.3
CN(Cc1c(F)cccc1Cl)S(=O)(=O)c1cccs1	94.2	-2.7	8.5	4.7	95.1	99.2	-1.7	-9.2
COc1ccc2c(c1OC)C(=O)N(c1ccc(O)cc1)C2=O	103.2	-2.7	0.5	6.4	118.6	94.3	4.2	0.4
COc1ccc(-c2n[nH]c(C)c2-c2cscn2)c(O)c1	103.9	5.2	4.6	-1.5	102.4	97.1	-11.9	-3.5
S=C(NCC1CCCO1)Nc1cccc2ccccc12 (stereo unspecified)	98.3	1.2	1.1	-4.9	98.0	95.8	-1.6	6.3
CC1(C)CC(=O)C=C(NCCN2CCN(C(=O)Nc3ccccc3)CC2)C1	91.1	3.0	-6.4	8.0	92.5	92.9	-2.8	-10.3
CN(C)c1ccc(NC(=O)c2ccc(COc3cccc(Cl)c3)o2)cc1	89.5	70.5*	-7.4	-5.8	145.8	84.9	-18.9	-8.8
CCCC(=O)NC(c1ccc(Cl)cc1)c1ccc2cccnc2c1O (stereo unspecified)	95.7	-1.1	-7.0	2.1	82.1	103.0	-3.8	5.5

# (listing goes on)
Structure	MEP2 TOR yeast	AHR act	proCasp7 act	procasp3 activ	LAP4 TOR yeast	RPL19A-GFP yeast	ZTA counter	EBNA-1 inhibitor
O=C(Nc1ccc2nn(-c3ccccc3)nc2c1)c1ccco1	107.5	33.4	-1.7	-1.8	109.6	98.8	-12.4	5.3
CCc1ccc(C(C(=O)NCc2ccc(OC)cc2)N(CCOC)C(=O)Cc2cccs2)cc1 (stereo unspecified)	99.0	4.4	0.8	9.6	99.8	97.5	13.9	1.4
CSCCC(NC(=O)c1ccccc1Cl)C(=O)N1CC(C)OC(C)C1 (stereo unspecified)	97.1	-0.1	6.1	-1.7	101.0	98.3	21.8	/
C=CCC1(Cl)C(=O)C(Cl)=C(N2CCN(C)CC2)C1(OC)OC (stereo unspecified)	98.7	0.8	-1.8	3.7	104.0	105.3	-5.3	-5.7
CCCn1c(C(O)c2ccc(OC)c(OC)c2)nc2ccccc21 (stereo unspecified)	105.8	1.3	2.2	-0.7	90.9	105.9	-5.6	-8.7
CC(C)(C)c1ccc(CNC(=O)c2ccc3c(c2)NC(=O)CO3)cc1	108.4	7.1	-9.3	4.0	97.6	102.0	6.6	2.7
CCOC(=O)c1c(C2CC2)csc1NC(=O)COC(=O)c1cnc(Cl)c(Cl)c1	98.1	25.8	7.2	-1.5	92.9	102.4	13.8	17.6
CS(=O)(=O)N1CCc2cc(C(=O)N3CCN(c4cccc(Cl)c4)CC3)ccc21	103.5	-2.2	8.4	-0.6	98.0	99.9	1.1	3.8
CCc1ccc(NS(=O)(=O)c2ccc3[nH]cc(C(=O)NCC4CCCO4)c(=O)c3c2)cc1 (stereo unspecified)	88.8	6.5	-6.5	-3.1	92.0	89.8	-18.6	-19.9
O=C1N/C(=N\N=C\c2cccs2)SC1Cc1ccc(Cl)cc1Cl (stereo unspecified)	138.1	2.0	-1.2	-5.0	108.2	104.0	-6.2	10.1
CC1(C)Cc2ccccc2C(NNC(=O)c2cccnc2)=N1	99.8	20.5	-4.5	-11.4	98.4	99.2	-17.7	-11.4
CCCCn1c(CCNC(=O)CCC)nc2ccccc21	95.5	-0.8	19.5	-5.1	88.6	96.0	9.6	6.6
Cc1ncc(CCl)c2c1OC(C)(C)OC2	105.5	4.3	2.8	-1.0	105.9	113.3	-7.3	3.3
